UBC9 SUMO inh – inhibitors of in vitro SUMOylation cascade, primary screen, biochemical, HTRF, uHTS; actives 0.36% (n = 290,000); inhibition, % at 35 µM; AID 2006, 2009; SUMO-conjugating enzyme UBC9 (Homo sapiens), P63279; HTRF SUMOylation assay, SAE1/SAE2 + UBC9; in the data active means inhibition above about 50%, passing the limit was not always enough; further: strong numbers were not always called active
Target sequence (P63279 whole entry, looked up): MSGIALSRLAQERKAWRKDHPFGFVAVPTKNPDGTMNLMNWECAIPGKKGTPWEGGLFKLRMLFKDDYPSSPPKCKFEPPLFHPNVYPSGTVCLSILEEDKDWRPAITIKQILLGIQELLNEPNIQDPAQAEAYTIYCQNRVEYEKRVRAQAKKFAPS
MEKK3 PB1 HTS – modulators of MEKK3-MEK5 PB1 binding, primary screen, biochemical, wildtype MEKK3, multiplex bead flow cytometry, Alexa488-MEK5; Mitogen-activated protein kinase kinase kinase 3 (Homo sapiens), Q99759; bead-based flow cytometry, Alexa488-MEK5 binding to MEKK3; actives lie on both sides; 0 = blocked by unlabeled MEK5, 100 = vehicle; binding response (% of control), % at 10 µM; actives 1.4% (n = 290,000);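 active means binding response more than 3 SD above or below the average of its plate-row segment, actives on both sides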;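 further: Alexa488 bead fluorescence after subtracting the streptavidin-only scavenger bead signal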
Target sequence (Q99759 whole entry, looked up): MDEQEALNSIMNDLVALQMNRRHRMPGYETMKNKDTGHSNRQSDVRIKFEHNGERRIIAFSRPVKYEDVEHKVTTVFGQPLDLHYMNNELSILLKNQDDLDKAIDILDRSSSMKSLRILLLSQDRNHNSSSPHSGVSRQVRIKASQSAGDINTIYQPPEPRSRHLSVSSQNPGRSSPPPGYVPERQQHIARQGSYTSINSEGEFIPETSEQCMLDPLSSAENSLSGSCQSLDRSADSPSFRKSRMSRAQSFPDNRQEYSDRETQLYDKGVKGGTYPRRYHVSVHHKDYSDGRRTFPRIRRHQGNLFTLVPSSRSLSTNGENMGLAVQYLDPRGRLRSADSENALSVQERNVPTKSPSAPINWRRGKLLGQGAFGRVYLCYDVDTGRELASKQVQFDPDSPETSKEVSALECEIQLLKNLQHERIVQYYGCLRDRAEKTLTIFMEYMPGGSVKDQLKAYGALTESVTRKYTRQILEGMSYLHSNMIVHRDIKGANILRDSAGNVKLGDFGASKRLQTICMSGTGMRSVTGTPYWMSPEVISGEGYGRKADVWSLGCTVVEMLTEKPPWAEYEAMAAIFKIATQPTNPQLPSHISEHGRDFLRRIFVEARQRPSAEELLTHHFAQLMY
PfM18AAP inh – PfM18AAP inhibitors, malaria aminopeptidase, primary screen, biochemical, QFRET, recombinant enzyme; inhibition, % at 7.35 µM; M18 aspartyl aminopeptidase (Plasmodium falciparum 3D7); actives 1.2% (n = 290,000); H-Glu-NHMec fluorogenic cleavage;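 active means inhibition above the campaign mean inhibition over all tested compounds plus 3 SD, cut at about 28% in these data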;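 further: 0% = plate median of test compound wells and 100% = 2 mM ZnCl2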
IDE cell activ – human IDE activators in live cells, primary screen, fluorescence polarization, HEK cells, FAbeta-B substrate | Insulin-degrading enzyme (Homo sapiens), P14735 | FAbeta-B cleavage; 0% vehicle, 100% cell-free pure enzyme wells | activation, % at 5.96 µM | actives 0.073% (n = 340,000) | AID 493087, 2011;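 active means activation above the mean of all tested compounds plus 3 SD, set per screening campaign, cut at about 17% in these data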
MEKK2 WT-MEK5 – modulators of MEK5 binding to wildtype MEKK2, primary screen, biochemical, multiplex bead flow cytometry, Alexa488-MEK5. Mitogen-activated protein kinase kinase kinase 2 (Homo sapiens), Q9Y2U5. AID 1531, 2009. Alexa488-MEK5 binding to MEKK2 WT; actives lie on both sides. binding response (% of control), % at 10 µM. actives 1.1% (n = 290,000); in the data active means binding response below about 67% or above about 130%
MEKK2mut PB1 HTS – MEK5 binding signal on mutant MEKK2 PB1, primary screen, biochemical, multiplex bead flow cytometry, Alexa488-MEK5; actives 0.35% (n = 290,000); percent response, % at 10 µM; Alexa488-MEK5 binding to MEKK2 mutant; AID 1530, 2009; in the data active means percent response above about 24%, passing the limit was not always enough; further: inactives centre near 1; some results filed as inactive read as strong as hits; reference of the scale not given here
IDE cell inh – human IDE inhibitors in live cells, primary screen, fluorescence polarization, HEK cells, FAbetaB substrate. inhibition, % at 5.59 µM. Insulin-degrading enzyme (Homo sapiens), P14735. actives 0.41% (n = 320,000). FAbetaB cleavage. AID 434962, 2010;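 active means percent inhibition above the average of all tested compounds plus 3 SD, set per screening campaign, cut at about 16% in these data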;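 further: IDE supplied by intact live HEK cells; FP after avidin binding of uncleaved biotin substrate so inhibition keeps polarization high; 0% = DMSO wells and 100% = 60 µM reference IDE inhibitor Ii1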
NALP1 inh – NALP1 inflammasome inhibitors in reconstituted yeast, colorimetric, S. cerevisiae, triplicate retest; S. cerevisiae NALP1/ASC/caspase-1 growth, X-gal OD620, 72 h; inhibition, % at 10 µM; actives 0.61% (n = 280,000); AID 2071, 2009; in the data active means inhibition mostly above about 24%, no sharp cut-off; inactive means mostly below about 32%; further: some compounds called inactive have numbers as strong as hits
pCIP destab – p/CIP-EGFP fusion destabilizers, primary screen, fluorescence, F442A cells; Q05BA5; 16 h; decrease of EGFP signal, % at 10 µM; actives 0.01% (n = 290,000);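 active means EGFP signal decrease of at least 30% at 10 µM or well 3 SD below plate mean, unless failing retest; inactive means the rest, including hits failing retest or dose response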; further: some compounds called inactive have numbers as strong as hits; many of its hits are not listed in these tables
Starred values were filed as active, the others as inactive; x = no result given; [ ] = remark or other dose. Some of the compounds tested, so the mix of outcomes need not match the whole.

nr | structure | NALP1 inh | PfM18AAP inh | MEKK2mut PB1 HTS | pCIP destab | UBC9 SUMO inh | MEKK2 WT-MEK5 | IDE cell activ | IDE cell inh | MEKK3 PB1 HTS
1 | CN(C)c1ccc(C2Nc3ccccc3C(=O)N2NS(=O)(=O)c2ccccc2)cc1 (stereo not given) | -17 | 5 | 2 | -1 | 4 | 96 | 5 | 0 | 106
2 | O=C1C(=O)c2ccc(-c3ccccc3)cc2-c2ccccc21 | -71 | 0 | 0 | 55 | 97* | 95 | -4 | 2 | 85
3 | COc1ccc(C(=O)N/C(=C/c2cccnc2)C(=O)N2CCN(C)CC2)cc1OC | 22 | -5 | -2 | -12 | 8 | 96 | 8 | 2 | 95
4 | CCOC(=O)C1(Cc2ccccc2C)CCCN(C(=O)CCc2c(C)noc2C)C1 (stereo not given) | -3 | -17 | -1 | -20 | 14 | 102 | -1 | 1 | 102
5 | OCCNCc1c(OCc2ccc(Cl)cc2)ccc2ccccc12 | 24 | 10 | 18 | -18 | 5 | 132 | 0 | 5 | 103
6 | O=C(O)c1ccc(COc2c(F)c(F)cc(F)c2F)o1 | -5 | 2 | -6 | -5 | 12 | 93 | 1 | -5 | 94
7 | Cc1ccc2[nH]c(=O)c3cc(C(=O)NC(C)C)sc3c2c1 | 14 | -5 | 0 | 3 | 14 | 101 | 2 | 6 | 103
8 | O=C(NCc1ccc(Cl)cc1)C1CCN(c2cnccn2)CC1 | 5 | 7 | -5 | 4 | 10 | 92 | 7 | -3 | 95
9 | CC(=O)c1c(C)[nH]c2ccccc2c1=O | 3 | 2 | -1 | -2 | 5 | 101 | 1 | -1 | 103
10 | COc1ccc(CC(=O)NC(C)c2nnc(SCc3nc4ccccc4c(=O)[nH]3)n2C)cc1 (stereo not given) | 13 | -3 | 1 | 2 | 11 | 98 | 1 | 8 | 98
11 | O=C(NCc1ccco1)C(c1ccncc1)N(C(=O)Cn1nnc2ccccc21)c1ccccc1 (stereo not given) | 2 | 10 | -2 | 1 | 9 | 96 | 2 | -1 | 99
12 | COc1ccccc1NC(=O)CN1C(=O)CCS(=O)(=O)c2ccccc21 | 2 | 5 | -2 | -9 | -18 | 102 | -3 | 6 | 100
13 | O=C(Nc1nnc(-c2ccc(Cl)cc2)o1)C1=COCCO1 | 27 | -14 | -3 | -3 | 1 | 96 | 6 | 0 | 98
14 | Cc1ccc(N(CCC(=O)O)S(=O)(=O)c2cccc(C(F)(F)F)c2)cc1 | 3 | -5 | -46 | 7 | -1 | 4.0*[inhibitor] | 1 | 4 | 3.0*[inhibitor]
15 | C/C(=N\NC(=O)c1ccc(=O)[nH]n1)c1cccnc1 | 18 | 7 | 0 | -1 | -11 | 104 | 6 | -4 | 101
16 | Cc1ccc(C)c(N(C(=O)CNC(=O)c2ccco2)C(C(=O)NCC2CCCO2)c2ccccc2)c1 (stereo not given) | 0 | -1 | 2 | -13 | -3 | 95 | 3 | 4 | 97
17 | O=C(O)C1CN(c2ncccc2[N+](=O)[O-])C1 | 9 | -6 | 3 | -7 | 26 | 102 | 0 | -5 | 104
18 | CCc1ccc(NC(=O)CCc2c(C)nn(-c3ccc(N4CCOCC4)nn3)c2C)cc1 | 8 | 2 | -2 | -3 | 11 | 97 | 0 | 12 | 93
19 | CCOC(=O)c1c(NC(=O)C2CCN(S(=O)(=O)c3ccc(Cl)cc3)CC2)sc2c1CCCC2 | 22 | 3 | 3 | 5 | 0 | 112 | -3 | 0 | 108
20 | CCOC(=O)c1ccc(-n2c(C)nc3ccccc3c2=O)cc1 | -7 | 0 | 0 | -4 | -1 | 103 | 0 | 1 | 103

New compounds follow.
nr | structure | NALP1 inh | PfM18AAP inh | MEKK2mut PB1 HTS | pCIP destab | UBC9 SUMO inh | MEKK2 WT-MEK5 | IDE cell activ | IDE cell inh | MEKK3 PB1 HTS
21 | CCOc1ccc2[nH]c(SCC(=O)OC)c([N+](=O)[O-])c2c1 | 0 | -11 | -3 | -25 | 2 | 104 | 4 | 0 | 102
22 | COc1ccc(/C=C/C(=O)Nc2sc3c(c2C(=O)NCc2cccnc2)CCCC3)cc1 | -9 | 4 | 2 | -2 | 6 | 109 | 2 | 0 | 98
23 | CCCCNC(=O)CCCn1c(=S)[nH]c2cc3c(cc2c1=O)OCO3 | 12 | 4 | -2 | -7 | 18 | 95 | 4 | 4 | 99
24 | CCCCOC(=O)Cn1c(-c2ccccc2)nc2ccccc2c1=O | 27 | -10 | -4 | 5 | -12 | 93 | -4 | 5 | 94
25 | Cc1ccc(NC2=C(Cl)C(=O)OC2OC(=O)c2ccco2)cc1 (stereo not given) | 9 | 4 | 2 | -10 | 17 | 105 | 3 | -11 | 109
26 | N#Cc1ccccc1COC(=O)c1cccnc1N | 12 | 2 | -4 | 5 | -3 | 94 | 2 | 4 | 99
27 | CC(C)CCNC(=O)c1onc(CSc2ccc(F)c(F)c2)c1C(=O)NCCC(C)C | -9 | x | 4 | -16 | -29 | 95 | -1 | 3 | 93
28 | CCOc1ccccc1NC(=O)NCCN1CCCCC1 | 4 | 5 | 9 | -8 | 12 | 104 | 3 | 1 | 109
29 | O=C(CN1CCN(c2ccc(O)cc2)CC1)Nc1ccc(SC(F)F)cc1 | 22 | 28* | -2 | -5 | 0 | 109 | 1 | 1 | 107
30 | Cc1nnc(SCC2CCCO2)n1-c1ccccc1 (stereo not given) | -18 | -15 | 1 | -5 | -2 | 86 | -1 | -2 | 84
31 | CC1CCN(CCCNS(=O)(=O)c2ccc3c(c2)CCN3C(=O)C2CC2)CC1 | 15 | 7 | 2 | 1 | 9 | 98 | 2 | 2 | 99
32 | O=C(CCCCCNC(=O)N1CCn2c1nc1ccccc12)NCc1ccccc1Cl | 6 | -6 | 6 | 2 | 2 | 102 | -3 | 2 | 99
33 | N#CCCn1cc(C(=O)Nc2cccc(C(=O)O)c2)c(-c2ccc(Cl)cc2)n1 | -8 | 0 | 6 | 1 | -4 | 111 | 2 | 2 | 99
34 | CCOC(=O)c1ccc(-c2ccc(/C=C(\C#N)C(=O)NCC3CCCO3)o2)cc1 (stereo not given) | 16 | 2 | -2 | 1 | 10 | 98 | -2 | 1 | 98
35 | CCC(=O)N1CCc2cc(S(=O)(=O)NC(Cc3ccccc3)C(=O)NC3CCCCC3)ccc21 (stereo not given) | 18 | 0 | 2 | -5 | -4 | 102 | 4 | x | 102
36 | O=C(NCc1ccco1)c1ccc2c(c1)S(=O)(=O)c1ccccc1C2=O | x | x | -3 | x | x | 96 | 0 | 1 | 104
37 | CCC(=NC1CC(C)(C)NC(C)(C)C1)C1=C(O)CC(C)(C)CC1=O | -2 | 3 | -6 | -11 | 14 | 97 | 2 | -2 | 96
38 | O=C(NC(=S)NCCCN1CCOCC1)c1ccc([N+](=O)[O-])cc1 | 47 | -8 | -2 | 2 | 6 | 102 | 1 | 7 | 95
39 | O=C(COC(=O)c1c(Cl)ccc(Cl)c1Cl)NC1CCS(=O)(=O)C1 (stereo not given) | 1 | -1 | -2 | -10 | 13 | 103 | 1 | 2 | 104
40 | O=C(NCc1ccc2c(c1)OCO2)c1ccc2c(=O)n(C3CCCC3)c(=O)[nH]c2c1 | 33 | 0 | -4 | -1 | 30 | 97 | 6 | 0 | 102

Later entries
nr | structure | NALP1 inh | PfM18AAP inh | MEKK2mut PB1 HTS | pCIP destab | UBC9 SUMO inh | MEKK2 WT-MEK5 | IDE cell activ | IDE cell inh | MEKK3 PB1 HTS
41 | CCNc1nc(OCCNS(=O)(=O)c2cc(C)ccc2C)nc(N(C)C)n1 | 13 | -4 | 3 | 1 | -3 | 106 | 7 | 0 | 104
42 | O=C(CCC1N=C2c3ccccc3N=C(SCc3ccc(Cl)cc3)N2C1=O)NCc1ccco1 (stereo not given) | 5 | 5 | 3 | -12 | 17 | 100 | 2 | -1 | 102
43 | COc1ccc([N+](=O)[O-])cc1N1C(=O)c2cccc3cccc(c23)C1=O | 24 | -2 | 0 | -13 | -8 | 96 | 2 | 1 | 100
44 | COc1ccccc1C1=NOC(COC(=O)c2ccc([N+](=O)[O-])cc2)C1 (stereo not given) | 19 | -15 | -1 | -8 | 11 | 96 | x | 11 | 101
45 | COc1ccc(C(=O)COC(=O)c2ccc(NC(C)=O)cc2)cc1[N+](=O)[O-] | 32 | -4 | 3 | -1 | 0 | 106 | -5 | 1 | 102
46 | CC(C)n1nnnc1SCC(=O)Nc1ccc2c(c1)OCCO2 | x | 17 | -1 | -3 | 25 | 100 | x | 4 | 104
47 | CCOc1ccc(C(=O)Nc2ccccc2-c2ccccc2)cc1Cl | 8 | 0 | 1 | -1 | -26 | 96 | 1 | 4 | 101
48 | CCOC(=O)CNC(=O)CSc1nnc(-c2ccco2)n1N | 24 | 0 | -2 | -5 | 10 | 97 | 0 | 1 | 100
49 | C=CCNC(=O)c1ccc(-c2cccc([N+](=O)[O-])c2)o1 | -18 | 1 | -3 | 1 | 5 | 103 | -3 | -1 | 96
50 | COc1ccc(N2CCN(C(=O)CSc3nnnn3-c3ccc4c(c3)OCCO4)CC2)cc1 | 15 | 2 | -5 | -1 | 8 | 88 | -2 | 13 | 88
51 | CN(C)c1ccc(/C=N/N2C(=S)SC(C)(C)C2N(O)C(=O)Nc2ccc([N+](=O)[O-])cc2)cc1 (stereo not given) | 6 | 6 | 3 | -11 | -14 | 103 | 3 | 4 | 105
52 | CCC(=O)c1ccc(OCC(=O)NCCC2=CCCCC2)c(OC)c1 | 30 | 1 | -2 | 7 | -24 | 95 | 1 | 4 | 100
53 | CCCCC[C@H](O)/C=C/[C@H]1C=CC(=O)[C@@H]1C/C=C\CCCC(=O)O | -16 | 4 | -5 | -2 | -3 | 82 | x | x | 77
54 | C=CCN=C(NC#N)SCC(=O)c1cccc(OC)c1 | 1 | 9 | 3 | 3 | -3 | 103 | 0 | 4 | 100
55 | COCCCN1C(=O)/C(=C\c2cccs2)C(C(=O)OC)=C1C | 1 | 5 | -2 | 0 | 0 | 102 | 2 | 3 | 106
56 | COc1ccc2[nH]c(C(=O)N(C)Cc3ccccc3)c(C)c2c1 | 18 | 6 | -2 | -9 | -8 | 99 | -3 | 2 | 100
57 | CCOC(=O)C1CCCN(C(=O)c2cn(CC)c(=O)c3cc(OC)c(OC)cc23)C1 (stereo not given) | 8 | -12 | 3 | -4 | -29 | 100 | -3 | 1 | 103
58 | CC(Sc1nnc(-c2ccco2)o1)C(=O)NCCC1=CCCCC1 (stereo not given) | -19 | 1 | -1 | -10 | 6 | 100 | -3 | 2 | 115
59 | C#CCOCCOCCOCCNc1nc(N2CCN(C(=O)C([C@@H](C)CC)n3cc(C(N)CC(C)C)nn3)CC2)nc(N2CCN(C(=O)[C@H](CCC(=O)O)n3cc(C(N)Cc4ccc(O)cc4)nn3)CC2)n1 (stereo not given in full) | 10 | 6 | 9 | -9 | 4 | 113 | -2 | 5 | 105
60 | Cc1ccc(O)c(NC(=O)C2CCCN2C(=O)OCc2ccccc2)c1 (stereo not given) | 5 | 4 | 0 | -6 | -11 | 98 | 1 | -6 | 100

Screening data: PubChem, several laboratories
